Menin-MLL TR inh = qHTS Assay for Inhibitors Targeting the Menin-MLL Interaction in MLL Related Leukemias: Competition With Texas Red Labeled MLL-derived Mutant Peptide. Menin + Texas Red MLL mutant peptide, fluorescence polarization. Potency, µM (highest dose often 61.6 µM), without a hit: at the highest dose FP activity change, negative = inhibition, hits mostly inhibitors. O00255. actives 0.23% (n = 270,000). AID 1768, 2009; active = well fitted inhibition curve with a large enough effect in the polarisation, with a control signal flat, not every such curve was filed as active; inconclusive = small, poorly fitted or top-dose-only effect, or effect the other way, or a change in a side signal; inactive = no such curve, though single readings can be large or run the other way; the % refers to the polarisation; also: potency is read from the fitted curve at half-maximal effect; % of control where 0% means no effect; many of its hits are not listed in these tables
AT treatment = qHTS Assay for Identifying a Potential Treatment of Ataxia-Telangiectasia | actives 0.19% (n = 320,000) | Potency, µM (doses to about 57.5 µM), for inactives: at the top dose activation, actives largely listed as activators | […] A-T fibroblasts, KAP-1 phosphorylation AlphaLISA; neocarzinostatin DNA damage 30 min before lysis | AID 485349, 2010; also: potency is read from the fitted curve at half-maximal effect; % of control where 0% means no effect; nearly all actives have a fitted effect of over 45% in size
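ATM-like activity read as KAP-1 phosphorylation via AlphaLISA donor/acceptor antibody pairs after lysis and 6 hr at 25C. Cells were ATM-null patient fibroblasts ([…], hTERT), dosed 60 min, then exposed to the DSB inducer NCS for 30 min.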
ASM inhibitor = Inhibitors of Secretory Acid Sphingomyelinase (S-ASM): qHTS. Sphingomyelin phosphodiesterase (Homo sapiens), P17405. Potency, µM (titrated, usually from 57.5 µM), for the others: at the highest dose activity change, negative = inhibition, usual class: inhibitors. actives 0.006% (n = 340,000). placental ASM, HMU-PC fluorogenic substrate, 60 min; also: potency is read from the fitted curve at half-maximal effect
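Fluorogenic HMU-PC substrate (9 uM final) is turned over by placental ASM in 60 min at 37 C after a 10 min compound preincubation. Reaction ended by alkaline stop (pH 10), with fluorescence read at 386/447 nm.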
TCR activator = Activators of T cell receptors: qHTS campaign; AID 504894, 2011; 330,000 tested, under 10 active; Potency, µM (titrated, usually from 9.22 µM), inactives show at the highest dose activation of IL-2 secretion, actives largely listed as activators; primary human leukocytes, anti-CD3, IL-2 HTRF, 48 h; also: % of control where 0% means no effect
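48 hr co-incubation of compounds, a-CD3 beads and primary human leukocytes; IL-2 quantified homogeneously by HTRF with anti-IL-2 K and d2 conjugates.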
PTAP TSG101 blk = qHTS Assay for Iinhibitors of HIV-1 Budding by Blocking the Interaction of PTAP/TSG101 | Potency, µM (series often up to 115 µM), for inactives: at the highest dose activity change, negative = inhibition, most hits filed as inhibitors | Fluorescence polarization, FITC-PTAP peptide / Tsg101 binding | Tumor susceptibility gene 101 protein (Homo sapiens), Q99816 | 340,000 tested, under 10 active; active = well fitted inhibition curve with a large enough effect in the main read-out, with a control signal flat, not every such curve was filed as active; inconclusive = small, poorly fitted or top-dose-only effect, or effect the other way, or a change in a side signal; inactive = no such curve, though single readings can be large or run the other way; also: potency is read from the fitted curve at half-maximal effect; % of control where 0% means no effect
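Compounds were pin-transferred onto Tsg101 binding domain (10 uM final) in HEPES pH 7.5 buffer, then FITC-PTAP peptide was added at 50 nM final. After 20 min at RT, polarization reported peptide displacement across a qHTS concentration series.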
MBNL1 CUG block = qHTS Assay for Inhibitors of MBNL1-poly(CUG) RNA binding; Muscleblind-like protein 1 (Homo sapiens), Q9NR56; actives 0.036% (n = 280,000); TR-FRET MBNL1-His/biotin-(CUG)12 binding, 665/545 ratio; Potency, µM (titrated, usually from 57.5 µM), without a hit: at the top dose activity change, negative = inhibition, actives largely listed as inhibitors; active = well fitted inhibition curve with a large enough effect in the signal ratio, with a control signal flat, not every such curve was filed as active; inconclusive = small, poorly fitted or top-dose-only effect, or effect the other way, or a change in a side signal; inactive = no such curve, though single readings can be large or run the other way; the % refers to the signal ratio; also: potency is read from the fitted curve at half-maximal effect; % is scaled to controls: 0 for no effect and ±100 for the full control effect
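Ratiometric TR-FRET (665 over 545 nm, excitation 340 nm) tracks disruption of MBNL1-His/biotin-(CUG)12 complex after 60 min at room temperature, with compounds at 92 nM to 58 uM final.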
Mito fusion act = qHTS Assay for Small Molecule Inhibitors of Mitochondrial Division or Activators of Mitochondrial Fusion; S. cerevisiae fusion-defective mutant growth rescue, CellTiterGlo 48 h; Potency, µM (highest dose often 46.1 µM), without a hit: at the highest dose growth rescue (activation), most hits filed as activators; actives 0.23% (n = 320,000); AID 485298, 2010;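 also: potency is read from the fitted curve at half-maximal effect; % of control where 0% means no effect; nearly all actives have a fitted effect of over 45% in size; temperature-sensitive fusion mutants such as fzo1-1 at 37 °C on non-fermentable ethanol glycerol medium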
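Yeast fusion mutant, YPEG (non-fermentable carbon), compound, 48 h at 37C non-permissive; CellTiterGlo added, 10 min RT, luminescence read. Rescued growth = division inhibition.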
TSHR antagonist = Antagonists of the Thyroid Stimulating Hormone Receptor: HTS campaign; Thyrotropin receptor (Homo sapiens), P16473; TSHR-expressing cells, TSH-stimulated cAMP HTRF, 2 h; stronger effect = lower value; activity change, negative = inhibition, % at 11.5 µM; actives 0.2% (n = 330,000);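 active = activity change below a set negative limit, meaning inhibition stronger than a set level, cut at about -70% in these data; inconclusive = activity change between two set negative limits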; also: % is scaled to controls: 0 for no effect and ±100 for the full control effect
Target sequence (P16473 whole entry, looked up): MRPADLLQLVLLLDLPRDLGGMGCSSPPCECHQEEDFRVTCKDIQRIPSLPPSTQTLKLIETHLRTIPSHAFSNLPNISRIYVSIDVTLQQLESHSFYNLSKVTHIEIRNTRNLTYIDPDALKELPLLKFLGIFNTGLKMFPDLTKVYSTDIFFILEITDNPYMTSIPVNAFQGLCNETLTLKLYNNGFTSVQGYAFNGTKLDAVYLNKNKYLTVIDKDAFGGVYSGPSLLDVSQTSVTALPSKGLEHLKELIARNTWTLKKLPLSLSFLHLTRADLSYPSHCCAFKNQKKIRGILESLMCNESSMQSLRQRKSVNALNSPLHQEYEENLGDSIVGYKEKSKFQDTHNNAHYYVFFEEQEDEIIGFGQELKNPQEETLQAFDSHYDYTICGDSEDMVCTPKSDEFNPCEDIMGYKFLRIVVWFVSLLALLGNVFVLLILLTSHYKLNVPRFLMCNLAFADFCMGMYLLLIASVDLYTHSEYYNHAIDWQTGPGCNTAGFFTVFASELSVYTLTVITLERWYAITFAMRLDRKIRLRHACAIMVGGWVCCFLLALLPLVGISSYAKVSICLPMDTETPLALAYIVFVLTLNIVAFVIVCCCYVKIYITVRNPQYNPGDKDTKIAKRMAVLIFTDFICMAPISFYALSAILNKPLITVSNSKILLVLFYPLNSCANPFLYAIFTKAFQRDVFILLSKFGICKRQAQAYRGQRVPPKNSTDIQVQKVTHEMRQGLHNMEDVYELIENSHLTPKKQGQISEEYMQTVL
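Competitive HTRF cAMP read-out (cryptate anti-cAMP antibody, cAMP-d2; 30 min, room temperature) in freshly harvested TSHR cells. Compounds added before TSH at EC80 (4nM final), followed by 2 hours' incubation at 37 deg C.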
a7 integrin act = qHTS for Activators of Integrin-Mediated Alleviation for Muscular Dystrophy | alpha7betagal myoblasts, beta-gal FDG fluorescence, 48 h | Potency, µM (series often up to 38.3 µM), for inactives: top-dose activation, hits mostly activators | actives 0.064% (n = 350,000);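 also: potency is read from the fitted curve at half-maximal effect; 100% = response of the positive control SU9516; nearly all actives have a fitted effect of over 60% in size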
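alpha7betagal+/- myoblasts (passage 13, 250/well) treated 48 h at 37C with compounds at 1:260 dilution of DMSO stock. Lysed, then beta-galactosidase activity read as FDG fluorescence (ex 480/em 540) after 30 min, with pre-read for autofluorescence.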
MLL CXXC-DNA inh = qHTS Fluorescence Polarization Assay for Inhibitors of MLL CXXC domain - DNA interaction | Histone-lysine N-methyltransferase 2A (Homo sapiens), Q03164 | MLL-CXXC / FITC-HOXA9 DNA fluorescence polarization | Potency, µM (top dose mostly 115 µM), for the others: at the top dose activity change, negative = inhibition, actives largely listed as inhibitors | actives 0.037% (n = 290,000) | AID 2662, 2010; active = well fitted inhibition curve with a large enough effect in the polarisation, with a control signal flat, not every such curve was filed as active; inconclusive = small, poorly fitted or top-dose-only effect, or effect the other way, or a change in a side signal; inactive = no such curve, though single readings can be large or run the other way; the % refers to the polarisation; also: potency is read from the fitted curve at half-maximal effect
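Fluorescence polarization: 7 uM MLL-CXXC (stock) preincubated 5 min with compounds, then 50 nM fluorescein-HOX-A9 DNA (stock) added; 30 min ambient. Buffer 50 mM Tris-HCl pH 7.5, 50 mM NaCl, 1 mM DTT, 0.05% BSA.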
An asterisk follows results filed as active; ? = inconclusive; . = no result given; & = joins results of further samples; [ ] = another dose, or the depositor's remark. Unless noted, calls follow the shape of the dose curve; as a rule, active = well fitted curve in the direction sought with a large enough effect; inconclusive = small, poorly fitted or top-dose-only effect, or another doubt; inactive = no such curve, though single readings can be large; an effect the other way counts as inactive or inconclusive. An excerpt. The share of hits here may be higher or lower than overall.

SMILES	Menin-MLL TR inh	AT treatment	ASM inhibitor	TCR activator	PTAP TSG101 blk	MBNL1 CUG block	Mito fusion act	TSHR antagonist	a7 integrin act	MLL CXXC-DNA inh
CC(C)(C)c1ccc(S(=O)(=O)NCCOCC(F)(F)C(F)F)cc1	7%	-2%	-3%	3%	-10%	-9%	10%	-17	-24%	1%
COc1cccc(/C=N/NC(=O)c2csc(-n3nc(C)cc3C(F)(F)F)n2)c1	8%	-1%	3%	-3%	-4%	-10%	-6%	-1	-8%	-1%
C#CCOCCOCCOCCNc1nc(N2CCN(C(=O)[C@H]([C@@H](C)O)n3cc(CCCCN)nn3)CC2)nc(N2CCN(C(=O)[C@H](CCCCN)n3cc(CC(C)O)nn3)CC2)n1 (stereo partly drawn)	.	11%	9%	-2%	0%	.	-5%	0	-8%	.
COc1ccc(Cl)cc1N=Cc1c(O)c2ccccc2oc1=O	10%	0%	15%	.	1%	-2%	1%	-8	4%	6%
CC(=O)N1CCN(S(=O)(=O)c2ccc(C)c([N+](=O)[O-])c2)C1C(C)C (stereo not drawn)	1%	0%	2%	11%	-2%	19%	-2%	1	30%	-2%
O=C(COc1cc2oc(=O)c3c(c2cc1Cl)CCC3)NCCCN1CCCC1=O	.	-7%	4%	-2%	-5%	?	-5%	-6	-20%	4%
c1ccc(CCNCc2cccs2)nc1	.	.	8%	-1%	2%	.	.	.	6%	.
Cc1c(CC(=O)NCCCC(=O)O)c(=O)oc2cc3c(cc12)CCC(C)(C)O3	1%	0%	77%[activator]	2%	-1%	12%	-7%	7	11%	0%
CC(=O)Nc1ccccc1-c1nc2ccccc2nc1OCC(=O)c1ccc(Cl)cc1	-5%	-1%	4%	2%[46.1 µM]	1%	108%[activator]	15%	0	15%	0%
O=C(NC1CCCCC1)C(c1ccc(F)cc1)N(CCN1CCOCC1)C(=O)c1ccc(-c2ccccc2)[nH]1 (stereo not drawn)	13%	2%	0%	4%	-1%	-14%	-5%	7	14%	0%
C=CCNC(=O)C1CC2Cn3c(nc4cc5ccccc5cc43)C2N1C (stereo not drawn)	.	9%	2%	-5%	0%	?	13%	-11	0%	6%
C=C(C)Cn1c(=O)c2c(nc3n2CCN3c2cccc(Cl)c2C)n(C)c1=O	-12%	2%	2%	0%	-6%	1%	2%	-21	-5%	11%
O=C(c1ccco1)N1N=C(c2cccs2)CC1c1ccc(F)cc1 (stereo not drawn)	-2%	1%	-5%	12%	-5%	11%	?	17	-18%	2%
CCOC(=O)c1cnc(N2CCN(C(=O)OCC)CC2)[nH]c1=O	-11%	0%	4%	.	-3%	-6%	8%	10	9%	-6%
COc1ccc(S(=O)(=O)N2CC(C)N(C(=O)N3CCOCC3)C2)cc1 (stereo not drawn)	5%	-12%	0%	-2%	-6%	-6%	1%	2	-22%	2%
Cc1cc(SCC(=O)Nc2cccc(S(=O)(=O)NC3=NCCCCC3)c2)c(C)cc1Br	13%	3%	-5%	-4%[46.1 µM]	-11%	-8%	-3%	-1	-4%	4%
CC(=O)NCCc1ccc(S(=O)(=O)Nc2ccc(NC(=O)c3ccc(F)cc3)cc2)cc1	?	4%	-4%	-7%	-3%	-5%	6%	8	0%	3%
CCN(CC)c1ccc(CNc2nc3ccccc3n2CCN2CCCCC2)cc1	3%	-3%	5%	4%	-3%	-16%	-11%	-2	-6%	?
CC1C=CCC2C(=O)N(c3ccccc3OC(=O)c3cccs3)C(=O)C12 (stereo not drawn)	-8%	0%	2%	2%	-1%	-3%	1%	-6	-5%	14%
O=C(C#Cc1ccccc1)NCc1ccccc1F	10%	0%	-3%	-23%	-3%	3%	-5%	6	-38%	-7%
CC(NCC(=O)Nc1ccccc1C(=O)NC1CC1)c1cccc(C(F)(F)F)c1 (stereo not drawn)	.	-8%	-1%	-4%	-5%	.	4%	16	4%	.
CCN1CCN(S(=O)(=O)c2ccc3[nH]c(=O)oc3c2)CC1	0%	9%	2%	3%	-9%	-6%	2%	6	0%	-2%
COc1ccc(CN(C)S(=O)(=O)c2nnc(NC(=O)c3cccc(C)c3)s2)cc1OC	.	27%	-18%	-8%	-1%	15%	-10%	-35	-25%	32%[activator]
NS(=O)(=O)c1ccc(N=Nc2ccc(O)c3ncccc23)cc1	?	?	-2%	-3%	-9%	?	-12%	12	-38%	?
O=C(Nc1cccc(-n2cccn2)c1)C1CCCN(Cc2ccc(C#CCCO)cc2)C1 (stereo not drawn)	.	7%	-3%	1%	-6%	-6%	2%	-11	-7%	15%
O=C1CCC(C(=O)Nc2ccc(OC(F)F)cc2)N1 (stereo not drawn)	8%	14%	1%	.	-6%	-1%	3%	3	3%	2%
NCCCCC(=O)O	-7%&6%	1%	3%	2%	0%	.	6%&3%	-9&-5	.	-10%
COc1ccc(-c2nc(-n3c(C)c(C(C)=O)c(C(C)=O)c3C)sc2C)cc1OC	-1%	-2%	0%	-4%	-12%	0%	-2%	4	-28%	9%
COc1ccc(-c2occ(C(=O)O)c2C(=O)O)cc1	-21%	-2%	0%	2%	-2%	-4%	-4%	18	-1%	-5%
Cc1cccc(N2CCN(CC(=O)NCC3CCCCC3)CC2)c1C	-6%	-6%	4%	0%	-2%	5%	13%	1	-7%	-1%
CC(C)C[C@H](NC(=O)NCc1ccccc1Cl)C(=O)O	-5%	2%	1%	.	-11%	-5%	-1%	0	-18%[7.66 µM]	6%
Cc1ccc(-c2csc(NC(=O)C3CSC4(C)CCC(=O)N34)n2)cc1 (stereo not drawn)	.	10%	2%	5%	0%	.	3%	2	23%	.
COc1cc(/C=N/O)cc(Br)c1OC	-10%	-1%	3%	3%[46.1 µM]	-10%	13%	-1%	-8	24%	1%
CCOc1ccccc1-c1noc(CCC(=O)NC2CCCCC2)n1	-22%	5%	0%	9%	-1%	5%	2%	4	-17%	10%
Fc1cccc(F)c1-n1c(CN2CCCC2)csc1=S	1%	-2%	2%	0%	0%	-4%	4%	-11	2%	-9%
CCOc1ccc(OCC(=O)OCC(=O)Nc2ccc3[nH]c(=O)[nH]c3c2)cc1	.	-5%	0%	2%	0%	.	-5%	3	-1%	.
CCOC(=O)C(=O)NC(C)c1ccccc1 (stereo not drawn)	-1%	9%	0%	-1%	0%	.	-1%	2	2%	-3%
COc1cccc(OC)c1/C(O)=C(\C#N)c1nc2ccccc2[nH]1	22%	3%	0%	-1%	0%	2%	-2%	1	-38%	-10%
CCOC(=O)C1=C(C)N(c2ccc(C)cc2)C(=O)/C1=C\c1ccc(O)c(OC)c1	.	-5%	-1%	11%	2%	14%	-2%	9	15%	-5%
COc1cccc(OC)c1OCCCN1CCOCC1	15%	0%	1%	7%	-1%	1%	-6%	11	7%	2%
O=C(NN=Cc1ccccc1)NN=Cc1ccccc1	.	.	-2%	0%	6%	.	.	.	7%	.
CCN(Cc1ccccc1)C1CCN(Cc2ccccc2)CC1	-2%	-2%	5%	-5%	-1%	-8%	1%	23	-25%	11%
COc1ccccc1C(=O)NC(=O)COC(=O)c1ccc(C)o1	.	-6%	0%	-1%	-5%	.	4%	2	7%	.
O=C(Nc1sc2c(c1C(=O)O)CCCCC2)c1ccco1	?	-4%	4%	6%	-6%	8%	?	-19	-19%[7.66 µM]	8%
CC1CCc2sc(NC(=O)c3ccc(N4C(=O)CCC4=O)cc3)c(C(N)=O)c2C1 (stereo not drawn)	?	3%	3%	3%	.	2%	1%	-9	13%	15%
COc1cccc(C(=O)NC2(C(F)(F)F)N=C3SCCN3C2=O)c1 (stereo not drawn)	-4%	2%	-2%	2%	0%	-1%	-1%	-4	15%	3%
CN1CCC(N(C)S(=O)(=O)c2ccc(NC(=O)COc3cccc(C(F)(F)F)c3)cc2)CC1	.	19%	1%	-1%	1%	.	1%	2	-45%	.
